Screening results (PubChem BioAssay)
hIAP activ – human IAP activators, primary screen, biochemical, luminescence, uHTS. activation factor at 10 µM. 0.16% of 330,000 active. purified human IAP, CDP-Star luminescence, 30 min; hits give high values; 1 = vehicle-only enzyme, 0 = enzyme-free background. Intestinal-type alkaline phosphatase (Homo sapiens), P09923;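 active means activation factor of the enzyme at least 2-fold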; further: the source names both 10 and 20 µM as test concentration; values of inactives mirror those of a sister screen read the other way
hIAP inh – human IAP inhibitors, primary screen, biochemical, luminescence, uHTS; 0.12% of 330,000 active; Intestinal-type alkaline phosphatase (Homo sapiens), P09923; inhibition, % at 10 µM; purified IAP, CDP-Star luminescence, 30 min;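 active means inhibition reaching a set limit with compound at 10 µM in the primary screen, cut at about 35% in these data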;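 further: plate controls were DMSO wells with enzyme for no effect and no-enzyme buffer wells for full effect; values of inactives mirror those of a sister screen read the other way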
HKDC1 inh – HKDC1 hexokinase inhibitors, primary screen, biochemical, fluorescence, uHTS; AID 493160, 2011; recombinant HKDC1, G6PDH/diaphorase resazurin coupled fluorescence; 0.16% of 340,000 active; Q2TB90; inhibition, % at 20 µM;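 active means inhibition above about 35% when tested at 20 µM, limit read from the data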;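 further: plate controls were DMSO wells with enzyme for no effect and DMSO wells lacking enzyme for full effect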
Target sequence (Q2TB90 whole entry, looked up): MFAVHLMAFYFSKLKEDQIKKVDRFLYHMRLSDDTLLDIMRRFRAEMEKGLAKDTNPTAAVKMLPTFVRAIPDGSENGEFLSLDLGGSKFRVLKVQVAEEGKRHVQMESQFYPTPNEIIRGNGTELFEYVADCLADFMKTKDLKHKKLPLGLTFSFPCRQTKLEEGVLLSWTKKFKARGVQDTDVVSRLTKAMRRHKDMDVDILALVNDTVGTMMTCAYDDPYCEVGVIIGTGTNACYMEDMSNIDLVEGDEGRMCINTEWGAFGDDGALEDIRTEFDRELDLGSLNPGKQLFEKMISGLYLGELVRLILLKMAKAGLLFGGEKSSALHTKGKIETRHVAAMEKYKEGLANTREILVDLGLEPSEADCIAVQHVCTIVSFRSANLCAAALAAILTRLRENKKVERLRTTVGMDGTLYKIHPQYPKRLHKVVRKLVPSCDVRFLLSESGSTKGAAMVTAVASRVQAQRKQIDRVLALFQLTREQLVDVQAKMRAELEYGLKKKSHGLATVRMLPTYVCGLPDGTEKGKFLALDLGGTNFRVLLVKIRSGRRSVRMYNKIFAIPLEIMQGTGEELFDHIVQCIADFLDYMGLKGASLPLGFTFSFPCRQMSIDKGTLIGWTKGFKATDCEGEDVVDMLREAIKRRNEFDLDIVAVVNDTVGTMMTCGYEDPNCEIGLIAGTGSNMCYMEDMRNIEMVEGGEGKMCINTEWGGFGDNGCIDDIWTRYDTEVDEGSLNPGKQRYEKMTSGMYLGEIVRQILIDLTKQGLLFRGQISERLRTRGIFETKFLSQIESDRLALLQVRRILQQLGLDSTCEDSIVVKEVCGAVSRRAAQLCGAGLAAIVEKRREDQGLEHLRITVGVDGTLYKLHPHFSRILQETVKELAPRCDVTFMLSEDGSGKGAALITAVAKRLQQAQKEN
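Test system: recombinant HKDC1 (HK5) hexokinase enzyme, produced in-house / Doses: 20 µM test compound, 1% DMSO / Timing: 90 min, room temperature / Detection: G6PDH/diaphorase-coupled fluorescence, 1 mM NADP, 100 µM resazurin, 525/613 nm / Control set: DMSO wells with and without enzyme mix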
mIAP block – inhibitors of mouse IAP, primary screen, biochemical, luminescence, uHTS; intestinal alkaline phosphatase [Mus musculus]; purified mouse IAP, CDP-Star luminescence, 30 min; inhibition, % at 10 µM; 0.2% of 330,000 active; AID 2806, 2010;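 active means inhibition of at least 40% at 10 µM in the primary screen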;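 further: plate controls were DMSO with enzyme for no effect and no enzyme wells for full effect; values of inactives mirror those of a sister screen read the other way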
ATG4B inhibitor – ATG4B protease inhibitors, primary screen, biochemical, fluorescence, uHTS. ATG4B cleavage of LC3-PLA2, NBD-HPC fluorescence, 1 h. AID 504462, 2011. inhibition, % at 8.33 µM. Cysteine protease ATG4B (Homo sapiens), Q9Y4P1. 0.51% of 340,000 active; in the data active means inhibition above about 40%
APOBEC3A inh – APOBEC3A ssDNA deaminase inhibitors, primary screen, selectivity assay for APOBEC3G inhibitor project, biochemical, FAM/TAMRA oligo cleavage fluorescence | 0.41% of 330,000 active | DNA dC->dU-editing enzyme APOBEC-3A (Homo sapiens), P31941 | recombinant A3A, FAM/TAMRA ssDNA deamination fluorescence | AID 493011, 2011 | inhibition, % at 20 µM;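 active means at least 40% inhibition at 20 µM here, with at most 30% in a related deaminase screen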;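 further: plate controls were A3A with DMSO for no effect and wells lacking A3A enzyme for full effect; some results filed as inactive read as strong as hits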
PfGluPho inh – PfG6PD enzyme inhibitors, primary screen, biochemical, fluorescence intensity, uHTS; AID 504690, 2011; PfGluPho enzyme, NADPH resazurin-diaphorase fluorescence; glucose-6-phosphate dehydrogenase-6-phosphogluconolactonase (Plasmodium falciparum 3D7); 0.78% of 350,000 active; inhibition, % at 20 µM;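 active means inhibition reaching at least a set limit at 20 µM in the primary screen, cut at about 59% in these data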;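 further: 0% = DMSO wells with substrate and 100% = DMSO wells lacking glucose-6-phosphate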
mIAP act – activators of mouse IAP, primary screen, biochemical, luminescence, uHTS; intestinal alkaline phosphatase [Mus musculus]; muIAP, CDP-Star luminescence, 30 min; hits give high values; 1 = vehicle-only enzyme signal, 0 = enzyme-free wells; activation factor at 10 µM; 0.24% of 330,000 active; AID 2805, 2010;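 active means activation factor of at least 2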; further: the source names both 10 and 20 µM as test concentration; values of inactives mirror those of a sister screen read the other way
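Assay system: mouse IAP enzyme; Reagent: CDP-Star chemiluminescent phosphatase substrate; Compound: DMSO-dissolved test compounds; Incubation: 30 min, room temperature; Technique: luminescence from enzymatic CDP-Star hydrolysis; Controls: DMSO-only wells and no-enzyme negative control.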
Active calls of the source: *.

canonical_smiles,mIAP block,APOBEC3A inh,hIAP activ,hIAP inh,HKDC1 inh,ATG4B inhibitor,PfGluPho inh,mIAP act
O=C1CCC(C(=O)Nc2cccc(Br)c2)N1 (stereo not given),4,-7,1.1,-5,0,-6,-4,0.96
Cc1nnc(SCc2cc(=O)[nH]c(=S)[nH]2)s1,1,-7,1,0,-2,1,-11,0.99
O=S(=O)(Nc1ccc(-n2cnnn2)cc1)c1ccc(Cl)s1,0,-6,1.2,-24,-6,-7,-9,1
Cc1cc(OCC(=O)Nc2ccc(S(=O)(=O)N3CCN(C)CC3)cc2)ccc1Cl,-9,3,1.1,-6,-3,0,-4,1.1
Cc1onc(-c2ccccc2)c1C(=O)Nc1nnc(N2CCCCCC2)s1,-2,-2,1,-1,1,-10,-8,1
O=Nc1ccc(NOC(=O)c2ccccc2)cc1,-1,0,1.1,-11,-5,-5,-2,1
O=C(O)CCNS(=O)(=O)c1ccc2c(c1)Cc1ccccc1-2,-1,-2,1.2,-20,-4,1,-21,1
COC(=O)c1cc(C(=O)N2CCOCC2)cc([N+](=O)[O-])c1,-4,-1,1,-1,-6,-26,-10,1
COc1ccccc1C(=O)NCCC(=O)N1CCN(c2ccccc2O)CC1,0,3,1,0,4,28,6,1
On1nnc2cc(C(F)(F)F)ccc21,0,-1,1,-1,-6,4,-9,1
Cc1ccc(S(=O)(=O)N2CCOCC2)cc1C(=O)NCCc1ccc(Cl)cc1,-4,1,1.1,-10,-7,-2,6,1
CC(C)CC(NC(N)=O)C(=O)OCC(=O)Nc1ccc(OC(F)F)cc1 (stereo not given),-5,1,0.94,6,-2,-11,17,1.1
Cc1ccnc(SCC(=O)O)n1,-5,-4,0.97,3,10,-3,4,1
COc1ccc(Cn2c(=O)[nH]c3cc(C(=O)Nc4ccccc4C)ccc32)cc1,7,-3,0.89,11,5,9,-9,0.93
Cc1cccc(CN2CCc3c(OCC(=O)N4CCCc5ccccc54)cccc3C2=O)c1,-4,0,0.89,11,0,8,-4,1
COc1cccc(NC(=O)CSc2ncnc3c2cnn3Cc2ccccc2)c1,9,6,1,-2,-2,-8,6,0.91
COc1cccc(C(=O)Nn2cnnc2)c1,10,-3,0.91,9,-13,-1,-11,0.9
Cc1ccc(S(=O)(=O)N(C)CC(=O)N2CCc3ccccc32)cc1,12,3,1.1,-10,0,10,4,0.88
COc1ccc(OCC(=O)OCC(=O)Nc2ccc3[nH]c(=O)[nH]c3c2)cc1,8,24,0.98,2,2,-4,7,0.92
CSCCC1NC(=O)N(CC(=O)Nc2cccc(S(=O)(=O)N3CCCCCC3)c2)C1=O (stereo not given),-28,3,0.84,16,1,-8,7,1.3
O=C(N/N=C/c1ccnc2ccccc12)c1ccccc1O,9,-4,0.86,14,-5,1,-2,0.91
Cc1cc(C)cc(NC(=O)CSc2nc3nc(C)cc(C)c3c(=O)[nH]2)c1,11,8,1,0,4,-25,1,0.89
CCCN(CC(=O)Nc1ccccc1C)C(=O)c1ccc(=O)n(Cc2ccccc2)n1,2,2,0.88,12,1,-10,-4,0.98
CCC(=O)c1c(NC(C)C)cc(C)oc1=O,-3,0,1,-4,-1,9,-19,1
O=C1c2ccccc2S(=O)(=O)c2cc(N3CCN(c4ccccn4)CC3)ccc21,16,-3,0.87,13,4,2,18,0.84
Cc1ccc(C)c(NC(=O)CN(C)C(=O)CC2OC(=O)c3ccccc32)c1 (stereo not given),1,3,1.2,-16,-8,-10,-18,0.99
Cc1ccc2cc(CN(Cc3ccco3)C(=O)NCc3ccccc3)c(=O)[nH]c2c1C,3,-6,1,-3,-8,10,-22,0.97
CCOC(=O)[C@@H]1[C@H]2COc3ccc(Br)cc3[C@@H]2N2C(=O)N(c3cccc(Cl)c3)C(=O)[C@@]12C,1,-4,0.87,13,1,-2,14,0.99
CCn1cc([N+](=O)[O-])c(C(=O)N2CCCc3ccccc32)n1,11,-5,1.1,-10,-2,5,-11,0.89
O=C(Nc1nc2ccccc2s1)c1ccc2c(c1)OCO2,-3,2,0.98,2,-11,5,5,1

2 successive compounds from above:
canonical_smiles,mIAP block,APOBEC3A inh,hIAP activ,hIAP inh,HKDC1 inh,ATG4B inhibitor,PfGluPho inh,mIAP act
O=C1CCC(C(=O)Nc2cccc(Br)c2)N1 (stereo not given),4,-7,1.1,-5,0,-6,-4,0.96
Cc1nnc(SCc2cc(=O)[nH]c(=S)[nH]2)s1,1,-7,1,0,-2,1,-11,0.99

Further entries follow.
canonical_smiles,mIAP block,APOBEC3A inh,hIAP activ,hIAP inh,HKDC1 inh,ATG4B inhibitor,PfGluPho inh,mIAP act
O=C(Nn1c(O)c(C=C2N=c3ccccc3=N2)sc1=S)c1cccc(Cl)c1,20,-7,0.85,15,6,0,-8,0.8
OCC[C@H]1C[C@@H](O)[C@H](O)[C@]2(CCCO2)O1,2,1,0.93,7,-3,0,4,0.97
Cc1ccc2[nH]c3c(=O)n(CCCN4CCN(C)CC4)cnc3c2c1,-8,-5,0.95,5,2,2,-13,1.1
Cc1ccccc1CSCC(=O)c1c(N)n(C)c(=O)n(C)c1=O,-6,2,1.1,-14,7,0,-9,1.1
CCC(C)N1CCC(Oc2ccc(C(=O)NCc3ccccn3)cc2)CC1 (stereo not given),5,-2,1.1,-13,-7,3,-9,0.95
COc1cccc(CNC(=O)CCNC(=O)c2ccccc2OC)c1,2,-1,1.2,-18,-7,-5,0,0.98
Cc1cccc2c(C(=O)N3CCN(c4ccccc4)CC3)cc(-c3ccncc3)nc12,5,-5,1.1,-11,-3,-11,7,0.95
CC(=O)OCCCCON1C(=O)c2ccccc2C1=O,-1,2,1,-1,-4,-3,-8,1
Cn1cnc([N+](=O)[O-])c1Sc1ccc(C(C)(C)C)cc1,12,0,0.83,17,4,1,10,0.88
COc1ccc(S(=O)(=O)N2CCC3(CC2)OCCN3S(=O)(=O)c2cccs2)cc1,17,1,0.91,9,-1,-3,2,0.83
CSc1nc2ncnc(N)c2[nH]1,10,-1,1,-3,0,-8,-6,0.9
Cc1cc(C(=O)NC(=S)Nc2ccccc2N2CCOCC2)ccc1[N+](=O)[O-],21,1,0.97,3,-4,-4,14,0.79
C=CCC[C@@H](Cc1ccc(F)cc1)C(=O)OC[C@@H](NC(=O)[C@@H](CC=C)CC(=O)N(CCO)Cc1ccccc1)c1ccccc1,6,0,1.3,-26,1,25,28,0.94
COc1cccc2sc(N(CCCN(C)C)C(=O)c3sc4ccccc4c3Cl)nc12,7,-2,1,-2,9,8,-18,0.93
O=C(CSc1ncn[nH]1)N1CCN(S(=O)(=O)c2ccccc2)CC1,14,-9,1,-1,-5,-5,-3,0.86
Cc1cc(C)nc(NC(=O)c2c(-c3c(Cl)cccc3Cl)noc2C)n1,-13,1,1.1,-9,-11,-4,-24,1.1
CCOC(=O)C(c1ccccc1)C(Nc1cc(C(F)(F)F)cc(C(F)(F)F)c1)c1ccccn1 (stereo not given),-10,2,0.99,1,-6,8,10,1.1
Cc1[nH]c2ccccc2c(=O)c1CN1CCCCCC1,6,0,0.97,3,7,4,-1,0.94
COc1ccc([C@@H](NC(=O)OC(C)(C)C)C(=O)OC(C)(C)C)cc1,9,-3,0.93,7,-6,3,17,0.91
COc1ccc(S(=O)(=O)N2CCN(C)CC2)cc1C,8,-4,0.85,15,-5,4,1,0.92
CCOC(=O)NC(=O)CSc1cc(C)c2cc(C)cc(C)c2n1,1,-1,1,0,-1,-2,-15,0.99
CCC(=O)NCCn1c(C)cc2ccccc21,-4,-1,0.95,5,0,-1,4,1
Fc1cccc(Nc2ncnc3sccc23)c1,-6,-2,1,-4,-1,-6,41,1.1
COc1cccc(/C=N/NC(=O)CSc2ccccc2C)c1OC,-1,-3,0.99,1,-5,-1,15,1
O=C(Nc1ccc(F)cc1)c1cc(S(=O)(=O)N2CCOCC2)cs1,6,10,0.85,15,6,-7,1,0.94
COc1ccc(S(=O)(=O)NNC(=O)C2CC(c3cccnc3)=NO2)cc1 (stereo not given),-1,-1,0.97,3,4,-7,1,1
Cn1c(SCC(=O)n2c3c(c4ccccc42)CCCC3)nnc1-c1ccccc1,-9,4,0.84,16,4,-3,32,1.1
CCOc1cccc(-c2c(C(=O)N/N=C/c3cccs3)nnn2-c2nonc2N)c1,0,6,1.1,-12,2,-2,42,1
COc1ccc(NC(=O)NCCc2ccc(Cl)cc2)cc1OC,-9,-3,0.93,7,-4,-1,-1,1.1
CCOC(=O)C1CCN(Cc2cc(Cl)c3ccccc3c2O)CC1,7,-3,0.91,9,29,-6,34,0.93
O=C(NC1CCCC1)C(c1cccs1)N(C(=O)c1csnn1)c1ccccc1F (stereo not given),1,-2,1,-2,-2,-3,29,0.99
CCOc1cc(/C=C/c2nc3cc(C)c(C)cc3s2)ccc1OCC(=O)N1CCOCC1,10,-4,1,-2,-6,-21,13,0.9
CCc1nnc(NC(=O)CN2CCN(c3cccc(OC)c3)CC2)s1,0,2,0.86,14,-4,-11,3,1

Results in mIAP block, for seven of the compounds above:
molecule	mIAP block
O=C(CSc1ncn[nH]1)N1CCN(S(=O)(=O)c2ccccc2)CC1	14
Cc1cc(C)nc(NC(=O)c2c(-c3c(Cl)cccc3Cl)noc2C)n1	-13
CCOC(=O)C(c1ccccc1)C(Nc1cc(C(F)(F)F)cc(C(F)(F)F)c1)c1ccccn1 (stereo not given)	-10
Cc1[nH]c2ccccc2c(=O)c1CN1CCCCCC1	6
COc1ccc([C@@H](NC(=O)OC(C)(C)C)C(=O)OC(C)(C)C)cc1	9
COc1ccc(S(=O)(=O)N2CCN(C)CC2)cc1C	8
CCOC(=O)NC(=O)CSc1cc(C)c2cc(C)cc(C)c2n1	1
